Compound activity as filed in PubChem BioAssay.
RPL19A-GFP yeast: RPL19A-GFP expression modulators in yeast, primary screen, cell-based, S. cerevisiae, multiplex flow cytometry, MLPCN | S. cerevisiae RPL19A-GFP strain, 3 h; hits give low values | percent response vs DMSO, % at 10 µM | actives 0.3% (n = 330,000);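 active means percent response vs DMSO below 50%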;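 further: median channel GFP fluorescence of the barcoded RPL19A-GFP strain; ratio of sample median GFP to plate DMSO average so 100% = DMSO; lower means less RPL19A-GFP as with rapamycin TOR inhibition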
LAP4-GFP MLPCN: modulators of LAP4-GFP expression in yeast, primary screen, S. cerevisiae, multiplex flow cytometry, MLPCN library. 3 h; median GFP as percent of DMSO wells. GFP response vs DMSO, % at 10 µM. AID 2023, 2009. actives 0.34% (n = 320,000);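 active means GFP response vs DMSO above a set limit, about the screen mean plus 3 SD, cut at about 150% in these data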
AGP1-GFP MLPCN: modulators of AGP1-GFP expression in yeast TOR pathway, primary screen, cell-based, multiplex flow cytometry, S. cerevisiae, MLPCN library | 3 h; GFP as percent of DMSO wells | GFP response vs DMSO, % at 10 µM | actives 0.02% (n = 320,000) | AID 2066, 2009;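 active means GFP response relative to DMSO above a set limit, near screen average plus 3 SD, cut at about 150% in these data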;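 further: median GFP channel fluorescence of the gated AGP1 strain per well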
Efflux pump inh: inhibitors of Candida efflux pumps in yeast, primary screen, S. cerevisiae, Nile Red, multiplex; S. cerevisiae Candida pump triplex; inhibition, % at 10 µM; actives 0.44% (n = 330,000); AID 485275, 2010;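 active means plate passing quality check with inhibition over a set limit, or well fluorescence over plate mean plus 4 SD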;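 further: Nile Red retained in pooled yeast measured as flow cytometry median fluorescence; 0% = buffer negative control and 100% = Enniatin B positive control; higher means more Nile Red kept so more efflux inhibition; some compounds called inactive have numbers as strong as hits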
Yeast superoxide: reduction of superoxide in aged yeast, primary screen, HTS | actives 0.18% (n = 330,000) | superoxide response (% of plate mean), % at 10 µM | S. cerevisiae aged cells, superoxide DHE fluorescence; hits give low values;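 active means superoxide response under a set limit, about three screen SD below normal, cut at about 65% in these data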;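 further: yeast aged for seven days with compound at 30 °C before DHE staining; 100% = average MFI of all compound-treated wells on the plate with controls excluded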
AHR activator: AHR activators, primary screen, cell-based, luminescence, luciferase reporter, human; AID 2796, 2010; AHR-responsive luciferase reporter cells; Aryl hydrocarbon receptor (Homo sapiens), P35869; activation, % at 5 µM; actives 2.5% (n = 320,000); in the data active means activation above about 47%;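 further: 0% = vehicle wells and 100% = reference agonist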
Target sequence (P35869 whole entry, looked up): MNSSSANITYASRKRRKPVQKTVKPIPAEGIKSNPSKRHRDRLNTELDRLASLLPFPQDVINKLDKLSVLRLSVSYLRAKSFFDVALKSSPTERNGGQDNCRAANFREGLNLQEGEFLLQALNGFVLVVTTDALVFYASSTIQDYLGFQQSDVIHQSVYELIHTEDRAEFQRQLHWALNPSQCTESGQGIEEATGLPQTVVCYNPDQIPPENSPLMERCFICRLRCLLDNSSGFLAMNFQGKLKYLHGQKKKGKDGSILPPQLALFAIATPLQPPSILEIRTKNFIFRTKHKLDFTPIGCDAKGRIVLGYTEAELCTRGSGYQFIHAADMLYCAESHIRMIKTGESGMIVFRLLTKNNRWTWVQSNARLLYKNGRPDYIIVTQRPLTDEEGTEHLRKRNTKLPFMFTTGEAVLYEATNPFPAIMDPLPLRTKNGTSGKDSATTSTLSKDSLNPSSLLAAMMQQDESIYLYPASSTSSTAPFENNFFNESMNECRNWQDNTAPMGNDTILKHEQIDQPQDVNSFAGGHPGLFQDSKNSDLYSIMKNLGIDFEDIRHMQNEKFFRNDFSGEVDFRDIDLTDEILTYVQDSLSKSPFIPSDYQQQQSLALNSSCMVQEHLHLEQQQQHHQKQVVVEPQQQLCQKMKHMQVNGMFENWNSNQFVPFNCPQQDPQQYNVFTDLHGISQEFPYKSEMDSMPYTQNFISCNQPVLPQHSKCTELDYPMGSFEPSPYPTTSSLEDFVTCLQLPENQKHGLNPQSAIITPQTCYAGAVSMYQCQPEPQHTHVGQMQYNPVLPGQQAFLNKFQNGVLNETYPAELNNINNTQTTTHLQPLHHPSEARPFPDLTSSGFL
CIT2-GFP yeast: modulators of CIT2-GFP expression in yeast, primary screen, S. cerevisiae, GFP fusion, multiplex flow cytometry, MLPCN library. S. cerevisiae CIT2-GFP strain, 3 h; 100 means same as DMSO wells. GFP response vs DMSO, % at 10 µM. actives 0.065% (n = 320,000);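 active means GFP response relative to DMSO above a set limit, near the screen mean plus 3 SD, cut at about 150% in these data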;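 further: ratio of well median GFP fluorescence to mean of DMSO wells on the plate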
MEP2 TOR yeast: modulators of MEP2-GFP levels in yeast, primary screen, S. cerevisiae, multiplex flow cytometry, MLPCN library | S. cerevisiae MEP2-GFP strain, 3 h; 100% = DMSO control level | GFP response vs DMSO, % at 10 µM | actives 0.51% (n = 330,000);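 active means GFP response versus DMSO above a set limit, roughly screen mean plus 3 SD, cut at about 180% in these data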;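 further: median GFP fluorescence of the barcode-gated MEP2-GFP cells per well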
* marks the source's active call; other numbers are inactive results; x = no result given.

Order of results: RPL19A-GFP yeast, LAP4-GFP MLPCN, AGP1-GFP MLPCN, Efflux pump inh, Yeast superoxide, AHR activator, CIT2-GFP yeast, MEP2 TOR yeast
CCC(C)(C)n1nnnc1C(c1ccccc1)N1CCc2ccccc2C1 (configuration not stated)
→ 102, 104, 104, -0.1, 91, 4, 110, 107
CCOc1ccc(S(=O)(=O)N2CCCC(C(=O)NC3CC3)C2)cc1Cl (configuration not stated)
→ 82, 86, 84, 0.0, 106, -1, 72, 84
COc1cnc(-c2ccccc2)nc1Sc1ccccc1
→ 102, 95, 99, -0.1, 93, 15, 99, 99
CCC(CC)NC(=O)C1CC(=O)N(CCc2ccc(F)cc2)C1 (configuration not stated)
→ 110, 98, 105, 0.1, 107, -3, 108, 102
COC(=O)c1ccc(S(=O)(=O)NCCSc2nnc3c4ccccc4n(C)c3n2)cc1
→ 106, 106, 103, 0.2, 89, 13, 106, 116
CC1Cc2ccccc2N1C(=O)COC(=O)c1ccc(Cl)c(S(=O)(=O)N2CCOCC2)c1 (configuration not stated)
→ 103, 106, 101, 0.3, 85, 0, 99, 105
CCOC(=O)c1cnc(SC)nc1Oc1cccc(NC(=O)c2cccc(Cl)c2Cl)c1
→ 99, 98, 101, 0.2, 98, 0, 106, 100
Cc1cccc(N2CCN(C(=O)c3ccc(NC(=O)CC4SC(N5CCCC5)=NC4=O)cc3)CC2)c1C (configuration not stated)
→ 98, 93, 91, 0.1, 81, 10, 95, 98
CC1(C)CC(=O)C2=C(C1)N(Cc1ccco1)C(=O)C2(O)C(F)(F)F (configuration not stated)
→ 104, 107, 104, -0.1, 106, 0, 107, 102
O=C(NCc1ccon1)C1CCC(=O)N(Cc2cccc(C(F)(F)F)c2)C1 (configuration not stated)
→ 103, 97, 106, -0.2, 96, 3, 113, 105
CCCCNS(=O)(=O)c1ccc2nc(-c3cccnc3)cc(C(=O)NCCCOCC)c2c1
→ 93, 91, 94, -0.3, 93, 0, 90, 90
CCN(CC)C(=O)c1sc2nc(Cc3ccccc3)[nH]c(=O)c2c1C
→ 98, 105, 104, 0.2, 110, -1, 97, 101
CCC(=O)Nc1ccc(C(=O)NNC(=O)Cc2ccccc2)cc1
→ 106, 104, 111, -3.6, 108, 0, 113, 110
CCCNC(=S)NC1CC2CCCC(C1)N2CC(C)C (configuration not stated)
→ 99, 97, 94, 0.0, 117, 2, 93, 113
CC1CCN(C(=O)c2nc[nH]c2C(=O)O[C@H](C)c2ccccc2)CC1
→ 94, 94, 96, -0.1, 123, -1, 96, 97
CNC(=O)c1c(NC(=O)c2cccc(N3C(=O)CCC3=O)c2)sc2c1CCCC2
→ 98, 103, 102, -0.1, 74, 10, 104, 100
Cn1c(=O)n(C)c2cc(NC(=O)CCc3ccccc3)c(Br)cc21
→ 100, 88, 97, 0.0, 99, 7, 97, 105
CCOC(=O)N/N=C(\C)c1ccc(Oc2ncccn2)cc1
→ 104, 89, 104, 0.0, 75, 11, 100, 98
Cc1occc1C(=O)N1CCN(c2ccccc2)CC1
→ 104, 98, 96, 0.5, 99, -3, 91, 102
CCOC(=O)C(=CNCC(=O)O)C(=O)OCC
→ 92, 88, 89, -0.2, 107, -1, x, 89
CCOC(=O)c1ccc(C(=O)OCC)nc1
→ 95, 94, 92, 0.3, 106, 2, 91, 100
CCOC(=O)Cc1c(C)nc2c(-c3ccccc3)c(-c3ccccc3)[nH]n2c1=O
→ 92, 93, x, 0.3, 103, 5, 94, 96
CC(C(=O)NC(=O)NCc1ccccc1)N1C(=O)c2ccccc2C1=O (configuration not stated)
→ 98, 111, 104, 0.0, 106, 4, 108, 114
CC(c1ccccc1)c1nnc(NC(=O)Nc2ccccc2F)s1 (configuration not stated)
→ 104, 93, 100, -0.1, 112, x, 99, 108
N#Cc1c(/N=C/c2cccs2)sc2c1CCCCC2
→ 97, 105, 87, 0.1, 102, 0, 91, 98
COc1cc(C(=O)NCC(c2cccs2)N(C)C)cc(Cl)c1OC(C)C (configuration not stated)
→ 104, 96, 108, -0.1, 109, 13, 101, 105
Oc1cccc(Nc2ccccc2)c1
→ 96, 114, 91, 0.0, 105, 0, 77, 90
CCCC(=O)N1CCN(c2ccc(NC(=O)c3sc4ccccc4c3Cl)cc2)CC1
→ 88, 82, 89, 0.0, 98, -7, 93, 91
CCOc1ccc(CCNC(=O)CN2C(=O)c3cccnc3Oc3ccc(Cl)cc32)cc1
→ 99, 109, 106, 0.5, 99, 2, 96, 106
COC(=O)c1ccc(C2/C(=C(/O)c3ccc4c(c3)CC(C)O4)C(=O)C(=O)N2CCN2CCOCC2)cc1 (configuration not stated)
→ 101, 96, 108, -0.1, 97, 1, 104, 102
CCOC(=O)C1CCCN(c2c(Nc3ccc(OCC)cc3)c(=O)c2=O)C1 (configuration not stated)
→ 104, 106, 104, 0.0, 97, 4, 98, 95
O=[N+]([O-])c1cccc(S(=O)(=O)NC2CC3CCC2C3)c1 (configuration not stated)
→ 99, 91, 99, -0.3, 127, -1, 95, 95
COc1ccc(C)cc1NC(=O)C1CCCN(S(=O)(=O)c2cccc3nonc23)C1 (configuration not stated)
→ 98, 91, 98, -0.8, 101, 9, 101, 70
CCc1cccc(C)c1NC(=O)c1cccnc1
→ 105, 86, 102, 0.1, 98, -2, 104, 106
O=C(COc1ccc(S(=O)(=O)NC2CCCCC2)cc1Cl)NCc1ccc2c(c1)OCO2
→ 98, 103, 102, -0.4, 113, 2, 104, 105
CC(C)C(c1nnnn1C1CCCC1)N1CCN(C(=O)c2ccco2)CC1 (configuration not stated)
→ 101, 95, 102, -0.1, 108, 2, 100, 101
Cc1ccc(OCC(=O)NC(=S)Nc2cccc(NC(=O)c3ccccc3Cl)c2)cc1
→ 112, 106, 107, 0.0, 113, -1, 99, 113
CCOC(=O)c1oc2ccccc2c1CSc1nnc(-c2ccco2)o1
→ 98, 102, 98, -0.1, 96, 0, 100, 102
CCOC(=O)CC1C(=O)NCCN1C(=S)Nc1ccccc1 (configuration not stated)
→ 100, 90, 99, -0.1, 101, 5, 102, 96
COc1cc(C(=O)N(Cc2ccccn2)CC2CCCO2)cc(OC)c1OC (configuration not stated)
→ 100, 94, 106, 0.0, 103, 1, 99, 102
Cc1ccc(-c2noc(-c3ccccc3Br)n2)cc1
→ 98, 92, 105, -0.2, 68, 126*, 106, 92
COc1cc(S(=O)(=O)N(Cc2ccco2)C2CCCC2)ccc1-n1cnnn1
→ 97, 105, 98, -0.1, 83, 11, 96, 104
COc1ccc(N(C(C)=O)c2nc3ccccc3[nH]2)cc1
→ 101, 82, 98, 0.1, 95, 1, 100, 91
Cc1ccc(C)c2[nH]c(=O)c(C(c3nnnn3CCc3ccccc3)N3CCOCC3)cc12 (configuration not stated)
→ 98, 94, 94, 0.2, 92, 16, 90, 96
COc1ccc(C2OCC3(CO2)SC(=O)NC3=O)cc1 (configuration not stated)
→ 105, 104, 97, -0.3, 112, -2, 100, 105
CCCN1CCC(N2CCN(c3ccc([N+](=O)[O-])cc3)CC2)CC1
→ 101, 88, 95, 0.0, 85, 0, 102, 107
O=C(C[C@@H]1C/C=C\C[C@@H](Cc2ccc(F)cc2)C(=O)OCCNC1=O)N[C@H](CO)Cc1ccccc1
→ 98, 113, 109, 0.1, 96, 1, 104, 112
CCOC(=O)C1Nc2ccc(OC(F)(F)F)cc2C2C=CCC12 (configuration not stated)
→ 94, 104, 97, 0.0, 98, 1, 102, 100
CSc1ccc(COC(=O)c2cc([N+](=O)[O-])ccc2N2CCOCC2)cc1
→ 92, 107, 97, -0.1, 88, 5, 84, 94
COc1cc(C(=O)NCC2(N3CCCCC3)CCCCC2)ccc1OCC(=O)N1CCOCC1
→ 98, 107, 109, 0.0, 99, 1, 79, 97
CC(C)C[C@H](NC(=O)Nc1ccc2c(c1)OCCO2)C(=O)O
→ 97, 98, 106, 0.0, 90, -1, 99, 99
COc1ccc(NC(=O)CN2CCC(C(N)=O)CC2)cc1
→ 97, 90, 96, 0.0, 95, 2, 104, 100
O=C(NCC1CCCN1S(=O)(=O)c1ccccc1)c1cccc(Cl)c1 (configuration not stated)
→ 85, 91, 82, 0.0, 102, 9, 90, 86
CN1CC(=O)NC1=NC(=O)c1ccc(Cl)c(S(=O)(=O)N2CCCCCC2)c1
→ 99, 98, 108, -0.2, 94, 2, 101, 107
CCCCOC(=O)c1ccc(OC(=O)N2CCOCC2)cc1
→ 98, 103, 99, 0.1, 109, 2, 94, 101
Cn1c(SCC(=O)N2CCOCC2)nnc1-c1ccccc1
→ 99, 102, 105, -0.1, 91, 2, 108, 100
COc1ccc(C(=O)CSc2nc3cccnc3n2C)cc1
→ 93, 104, 93, -0.1, 88, -3, 78, 96
Cc1ccc(S(=O)(=O)NC(=O)c2cc(C)n(-c3ccc(N(C)C)cc3)c2C)cc1
→ 102, 90, 94, 0.1, 91, 4, 99, 95
O=C(NCc1ccc2[nH]c3c(c2c1)CCCC3)c1ccc(S(=O)(=O)N2CCCCC2)cc1
→ 91, 105, 94, 0.0, 101, 5, 88, 96
CCOC(=O)c1ccc(N2C(=O)c3cccc4c(C(=O)O)ccc(c34)C2=O)cc1
→ 109, 86, 99, 0.2, 114, 0, 109, 111

Another view of some results above.
Molecule	RPL19A-GFP yeast	LAP4-GFP MLPCN	AGP1-GFP MLPCN	Efflux pump inh	Yeast superoxide	AHR activator	CIT2-GFP yeast	MEP2 TOR yeast
CCOC(=O)c1oc2ccccc2c1CSc1nnc(-c2ccco2)o1	98	102	98	-0.1	96	0	100	102
CCOC(=O)CC1C(=O)NCCN1C(=S)Nc1ccccc1 (configuration not stated)	100	90	99	-0.1	101	5	102	96
COc1cc(C(=O)N(Cc2ccccn2)CC2CCCO2)cc(OC)c1OC (configuration not stated)	100	94	106	0.0	103	1	99	102
Cc1ccc(-c2noc(-c3ccccc3Br)n2)cc1	98	92	105	-0.2	68	126*	106	92
COc1cc(S(=O)(=O)N(Cc2ccco2)C2CCCC2)ccc1-n1cnnn1	97	105	98	-0.1	83	11	96	104
COc1ccc(N(C(C)=O)c2nc3ccccc3[nH]2)cc1	101	82	98	0.1	95	1	100	91
Cc1ccc(C)c2[nH]c(=O)c(C(c3nnnn3CCc3ccccc3)N3CCOCC3)cc12 (configuration not stated)	98	94	94	0.2	92	16	90	96
COc1ccc(C2OCC3(CO2)SC(=O)NC3=O)cc1 (configuration not stated)	105	104	97	-0.3	112	-2	100	105
CCCN1CCC(N2CCN(c3ccc([N+](=O)[O-])cc3)CC2)CC1	101	88	95	0.0	85	0	102	107
O=C(C[C@@H]1C/C=C\C[C@@H](Cc2ccc(F)cc2)C(=O)OCCNC1=O)N[C@H](CO)Cc1ccccc1	98	113	109	0.1	96	1	104	112
CCOC(=O)C1Nc2ccc(OC(F)(F)F)cc2C2C=CCC12 (configuration not stated)	94	104	97	0.0	98	1	102	100

Next structures follow:
Order of results: RPL19A-GFP yeast, LAP4-GFP MLPCN, AGP1-GFP MLPCN, Efflux pump inh, Yeast superoxide, AHR activator, CIT2-GFP yeast, MEP2 TOR yeast
CC1CCCCN1S(=O)(=O)Cc1ccccc1Cl (configuration not stated)
→ 101, 94, 98, 0.0, 104, x, 96, 100
CCCC1=NN(C(=O)C(=O)Nc2ccc(Br)cc2)C(O)(C(F)(F)F)C1 (configuration not stated)
→ 96, 98, 92, 0.0, 112, 2, 104, 100
O=C(COC(=O)CCC(=O)c1ccc(F)cc1)Nc1ccc2[nH]c(=O)[nH]c2c1
→ 99, 105, 102, 0.1, 105, -3, 98, 96
CCc1ccccc1OCCOc1ccc(C)cc1OC
→ 99, 102, 98, 0.1, 75, 15, 102, 93
CCN1C/C(=C/c2ccc(N3CCOCC3)cc2)C(=O)/C(=C/c2ccc(N3CCOCC3)cc2)C1
→ 93, 89, 91, 0.5, 111, 4, 84, 92
